Wnt act: activates Wnt/beta-catenin signaling in a reporter cell assay. activation, % at 9.35 µM. activator, plate reader. hit rate 1.2% among 300,000; in the data active = activation above about 30%, passing the limit was not always enough; inconclusive = no clear call, values can overlap the other calls;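 also: 0% = neutral control wells and 100% = positive control wells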
E coli growth: counter-screen for AddAB inhibitors: E. coli growth inhibition. inhibition, % at 11.9 µM. hit rate 0.27% among 330,000. AID 449728. E. coli V3065 growth, OD600 absorbance, 18 h;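 active = inhibition above the campaign's mean inhibition across all tested compounds plus 3 SD, cut at about 9.9% in these data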;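 also: uninfected addAB+ strain grown without phage in ampicillin broth; 0% = DMSO wells and 100% = ciprofloxacin 0.95 µg/ml wells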
CAL PDZ FP-1: blocks peptide binding to the human CAL PDZ domain; Q9HD26; purified CAL PDZ, TMR-peptide fluorescence polarization, 1 h; inhibition, % at 24.9 µM; AID 602252; hit rate 0.92% among 300,000;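 active = mean inhibition of at least 30% with at least half of replicates also reaching 30%; inconclusive = no clear call, values can overlap the other calls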;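 also: 0% = DMSO neutral control and 100% = excess unlabeled competitor peptide PRC23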
phage Ecoli inh: E. coli growth loss with phage present; inhibition, % at 11.9 µM; AID 651602; hit rate 0.26% among 360,000; growth absorbance; in the data active = inhibition above about 11%
SR-BI uptake up: activators of SR-BI mediated HDL lipid uptake. CHO ldlA[mSR-BI] cells, DiI-HDL uptake fluorescence, 3 h; 100 = double the neutral-control signal. activation, % at 12.5 µM. hit rate 0.096% among 320,000;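 active = mean replicate activation of at least 60% and every replicate at or above 60%; inconclusive = mean or all-replicate condition met, but not both; inactive = mean below 60% and not all replicates reaching 60%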;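 also: 0% = median plate neutral-control signal and 100% = twice that signal; values of inactives mirror those of a sister screen read the other way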
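System: CHO ldlA[mSR-BI] cells / Medium: HEPES-buffered (25 mM, pH 7.4) F12 plus 0.5% BSA / Probe or stimulus: labelled HDL, 10 µg/mL / Doses: single compound concentration, delivered by pin transfer / Schedule: 3 h, 37 °C / Measured by: DiI fluorescence, bottom read / Measure: cell-associated DiI fluorescence as measure of HDL uptake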
SR-BI DiI inh: blocks mouse SR-BI lipid uptake from DiI-HDL. ldlA[mSR-BI] CHO cells, DiI-HDL uptake fluorescence, 3 h. inhibition, % at 12.5 µM. hit rate 0.96% among 320,000. AID 488896;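 active = mean replicate inhibition of at least 70% and a set share of replicates each scoring 70 or more; inconclusive = meets just one of the two criteria; inactive = fails both criteria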;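 also: 0% = median of neutral control wells and 100% = median of positive control wells; values of inactives mirror those of a sister screen read the other way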
Target sequence (Q61009 whole entry, looked up): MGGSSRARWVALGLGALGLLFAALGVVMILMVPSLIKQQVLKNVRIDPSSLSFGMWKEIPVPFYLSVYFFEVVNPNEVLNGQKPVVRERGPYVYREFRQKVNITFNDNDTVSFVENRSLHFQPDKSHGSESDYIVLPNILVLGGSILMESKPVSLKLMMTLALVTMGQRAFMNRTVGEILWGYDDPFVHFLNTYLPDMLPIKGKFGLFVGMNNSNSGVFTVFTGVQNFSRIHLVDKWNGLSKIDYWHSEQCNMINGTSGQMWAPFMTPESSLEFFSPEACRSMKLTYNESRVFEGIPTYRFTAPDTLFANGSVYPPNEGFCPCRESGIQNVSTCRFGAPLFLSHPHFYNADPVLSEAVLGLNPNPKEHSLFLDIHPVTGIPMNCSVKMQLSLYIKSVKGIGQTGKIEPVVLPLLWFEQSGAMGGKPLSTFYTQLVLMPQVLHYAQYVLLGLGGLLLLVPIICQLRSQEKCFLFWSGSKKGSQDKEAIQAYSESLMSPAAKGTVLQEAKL
MITF act: activators of MITF-driven TRPM1 promoter activity in SK-MEL-5 cells | SK-MEL-5 TRPM1-promoter luciferase, 24 h; % of positive control, neutral wells = 0 | activation, % at 12.5 µM | hit rate 0.75% among 300,000;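 active = mean activation of at least 80% with every replicate also reaching 80%; inconclusive = mean reaches 80% but some replicate falls short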;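 also: 0% = neutral control wells and 100% = parthenolide positive control wells; values of inactives mirror those of a sister screen read the other way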
CAL PDZ FP-2: inhibitors of human CAL PDZ peptide binding. purified CAL PDZ, TMR-peptide fluorescence polarization, 1 h. inhibition, % at 20 µM. AID 504414. hit rate 0.02% among 330,000. Q9HD26;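 active = highest replicate inhibition of at least 40%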;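 also: plate controls were DMSO neutral control wells for no effect and unlabeled competitor peptide control wells for full effect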
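Test system: purified CerCALP PDZ construct; Compound dosing: one concentration, 20 µM compound; Also added: TMR-labelled reporter peptide T*-PRC34 bound in PDZ groove; Read-out: inhibition from polarization loss; Controls: unlabelled peptide and DMSO controls; Signal: FP readout, S and P plane fluorescence; Incubation: 1 h at RT.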
AddAB inh: less growth of phage-infected E. coli with AddAB. E. coli expressing H. pylori AddAB, absorbance growth. inhibition, % at 11.9 µM. hit rate 0.29% among 330,000. AID 435030; in the data active = inhibition above about 12%;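 also: 0% = vehicle wells of infected cells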
Tat export inh: blocks Tat-dependent protein export in E. coli; hit rate 0.036% among 340,000; inhibition, % at 10 µM; AID 488895; E. coli MC4100 TorA-mCherry Tat export, fluorescence;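 active = mean replicate inhibition at least 50% and at least half of replicates individually reaching 50%; inconclusive = only one of the two criteria met; inactive = neither criterion met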;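 also: exported cargo escapes ClpAP degradation while cytoplasmic cargo is degraded and loses fluorescence; 0% = median of neutral control wells and 100% = median of NaSCN control wells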
The depositor's hits bear a star; ? = inconclusive; / = no result given.

Sequence of screens: Wnt act	E coli growth	CAL PDZ FP-1	phage Ecoli inh	SR-BI uptake up	SR-BI DiI inh	MITF act	CAL PDZ FP-2	AddAB inh	Tat export inh
#1 CCOc1ccccc1OCC(=O)OC(C)C(=O)Nc1ncc(Cl)cc1Cl (stereo not drawn)
 : -1.5	-1.4	-4.5	1.2	11.1	-11.1	3.0	1.7	-2.3	-0.4
#2 Cc1ccc2c(c1)C(=O)N1[C@H]3c4ccccc4OC[C@@H]3[C@H](c3ccccc3)[C@]1(C)C(=O)N2
 : /	3.5	-2.2	/	-14.8	14.8	9.3	-0.4	2.7	-12.6
#3 CC[C@H](C)[C@H](NC(=O)OCc1ccccc1)C(=O)OCC(=O)N1CCN(c2ccc(F)cc2)CC1
 : -5.7	/	/	1.3	-55.2	55.2	-9.7	0.7	/	5.3
#4 COc1ccccc1OCC(=O)Nc1cc(NC(=O)COc2ccccc2OC)cc(C(=O)O)c1
 : -1.1	-2.8	-1.0	4.3	7.7	-7.7	/	-2.2	-2.6	-2.0
#5 CCN(CC)c1ccc(NC(=O)CN2CCN(S(=O)(=O)c3cc(Cl)ccc3OC)CC2)cc1
 : -0.3	1.2	0.9	-1.1	-34.6	34.6	0.1	-0.3	0.1	2.4
#6 O=C(Nc1ccccc1)NC1(C(=O)NCc2cccs2)CCCCC1
 : -3.9	0.3	-4.4	-1.2	40.2	-40.2	-0.7	-1.9	-0.8	1.1
#7 C=CCNC(=O)c1c(Cl)nc(C)c([N+](=O)[O-])c1C
 : 2.4	-0.1	-1.7	2.3	17.8	-17.8	-3.7	-0.2	0.7	-0.4
#8 COc1ccc(C(=O)N2N=C3CC(C)(C)OCC3C2c2ccccc2)cc1 (stereo not drawn)
 : -2.0	-0.1	-0.8	3.0	-21.6	21.6	-9.2	-0.4	1.5	-8.8
#9 Cc1ccc(C(=O)N2CCN(c3ccccn3)CC2)cc1
 : -1.5	-3.2	-3.6	2.4	29.6	-29.6	5.5	-1.2	-0.8	3.0
#10 Cc1ccc(NC(=O)CNCc2ccccn2)cc1S(=O)(=O)N(C)C
 : 4.0	3.0	3.8	1.7	/	/	-3.6	-0.5	-0.3	-1.1
#11 Cc1nn(Cc2ccc(Cl)cc2)c(C)c1NC(=O)c1cc(-c2ccco2)on1
 : /	1.1	-3.5	1.8	-12.7	12.7	-5.8	/	-2.0	2.7
#12 CCN(CC)c1ccc2cc(C(N)=O)/c(=N\NC(=O)c3ccncc3)oc2c1
 : 9.2	-0.9	/	2.8	/	/	/	/	0.5	/
#13 CCCNC(=O)C(Cc1cccc(Br)c1)NC(=O)c1ccc(C#N)cc1 (stereo not drawn)
 : -1.1	0.3	-5.8	2.7	-27.8	27.8	1.0	0.7	0.2	-18.7
#14 COc1cc2ccccc2cc1C(=O)Nc1nccs1
 : ?	-0.9	/	-0.2	-52.8	52.8	/	-3.7	-2.6	-6.7
#15 COc1cccc(NC(=O)Cn2cnc3sc(C)c(S(=O)(=O)N4CCN(C)CC4)c3c2=O)c1
 : 3.1	-1.1	1.1	1.8	-2.4	2.4	/	-0.3	0.3	3.2
#16 COc1ccc(/C=C/c2nnc(NC(=O)CC(C)C)s2)cc1
 : 2.9	0.3	/	0.9	-13.3	13.3	/	-0.7	5.4	1.6
#17 CN1C(=O)C(O)(C2CCCCCC2=O)c2ccccc21 (stereo not drawn)
 : 2.7	2.5	-4.5	1.8	9.0	-9.0	/	-2.0	1.7	24.1
#18 Cc1cc(-c2ccccc2)nc(N/N=C/c2cccnc2)n1
 : 0.9	-3.6	2.7	1.6	-32.3	32.3	32.2	-7.3	1.1	0.1
#19 Cc1ccccc1OCCOC(=O)c1cc(S(=O)(=O)N2CCCCC2)ccc1N1CCOCC1
 : -6.3	3.2	-3.7	0.8	-16.9	16.9	-11.3	0.4	3.9	-0.6
#20 CC1CCCC(NC(=O)Cc2ccc(Br)cc2)C1C (stereo not drawn)
 : 1.8	-2.3	2.6	1.4	10.1	-10.1	5.0	-0.9	0.8	-1.0
#21 Cc1ccc(NC(=O)CN(C)Cc2nc3ccccc3c(=O)[nH]2)c(Br)c1
 : /	0.6	2.5	3.2	-22.4	22.4	1.6	-0.9	2.2	-1.8
#22 NC(=NCc1ccc2c(c1)OCO2)NC(=O)c1ccccc1
 : 0.0	/	-2.7	6.4	13.3	-13.3	3.2	11.4	/	0.5
#23 Cc1cccc(C(=O)Oc2ccc(/C=N/O)cc2)c1
 : 11.2	-0.1	-3.4	4.2	0.2	-0.2	126.6*	0.1	-0.7	2.1
#24 CCCCN(C)C(=O)c1ccc2c(c1)N(CC)C(=O)c1ccccc1S2=O (stereo not drawn)
 : 1.8	-2.3	-3.8	0.4	2.3	-2.3	0.7	0.5	-1.3	-6.9
#25 Cc1ccc(-n2c(C)nn(Cc3ccc([N+](=O)[O-])cc3)c2=O)cc1
 : 0.3	0.9	-2.8	0.3	43.6	-43.6	0.7	-1.5	2.5	-4.7
#26 Cc1cc(OC(=O)c2c(Cl)cccc2Cl)nc(C)n1
 : /	1.9	-2.3	-0.6	-7.7	7.7	/	-0.6	-0.3	6.9
#27 Cc1nnc(NC(=O)c2ccc(-c3ccc(Cl)cc3)o2)s1
 : -1.8	1.5	-4.3	2.1	8.2	-8.2	11.0	-1.0	1.4	-2.9
#28 Cc1cccc(C(=O)N2CCN(C(=O)c3cccc(C)c3)C(C)C2)c1 (stereo not drawn)
 : /	0.3	-1.8	0.5	-1.1	1.1	-13.5	-3.4	1.6	-5.9
#29 COCCn1c(SCC#N)nnc1-c1ccccc1O
 : /	0.4	-4.5	1.3	40.7	-40.7	2.9	-0.4	2.1	-3.6
#30 COc1ccc(/C(O)=C2/C(=O)C(=O)N(CC3CCCO3)C2c2cccc(OC)c2)cc1 (stereo not drawn)
 : -0.7	-0.5	-4.4	1.1	-4.4	4.4	15.8	-0.7	-0.1	10.7
#31 COc1ccc(Br)cc1C(=O)NC(=S)Nc1ccc2[nH]c(=O)[nH]c2c1
 : -4.4	-2.5	5.2	1.4	-19.4	19.4	1.2	-2.3	3.1	-10.5
#32 CCOCC(=O)OCC(=O)NC12CC3CC(CC(C3)C1)C2
 : -0.7	1.4	-1.1	2.3	18.5	-18.5	-4.4	-1.5	0.5	1.4
#33 O=C(NNC(=O)C1CCCCC1)c1ccc(Br)cc1
 : 13.8	-0.8	3.1	1.6	-3.2	3.2	16.7	-0.8	0.5	6.1
#34 N/C(Cc1ccc([N+](=O)[O-])cc1)=N\OC(=O)Cc1ccc(Cl)cc1
 : -1.7	1.0	-1.3	2.7	6.0	-6.0	-9.3	0.3	3.2	-0.3
#35 CC1(C)Cc2nc3sc4c(N(CCO)CCO)ncnc4c3cc2CO1
 : /	2.5	-4.3	1.6	-5.9	5.9	19.2	/	-0.4	8.7
#36 COc1ccc(Cl)cc1NC(=O)COC(=O)C1COc2ccccc2O1 (stereo not drawn)
 : -0.9	0.2	4.7	0.9	10.7	-10.7	-16.0	-1.0	3.1	-3.5
#37 COc1ccc(S(=O)(=O)Nc2ccc(S(=O)(=O)Nc3nc(C)cc(C)n3)cc2)cc1OC
 : /	1.1	-0.8	0.3	35.7	-35.7	5.1	-1.8	1.4	-1.0
#38 CCN1CCCC1CNC(=O)c1cc2cc(OC)c(OC)cc2[nH]1 (stereo not drawn)
 : 0.6	0.5	-1.5	0.6	-5.5	5.5	3.4	-0.3	-2.2	3.0
#39 ON1C(c2ccccc2)CC2(O)c3nonc3CCC12 (stereo not drawn)
 : -3.5	-1.5	3.6	3.4	20.6	-20.6	/	/	-1.9	-6.7
#40 Cc1nn(CC(=O)NN)c(C)c1Br
 : -1.2	2.9	-2.5	-1.3	-12.7	12.7	/	0.4	4.3	-2.6
#41 Cc1ccc(NC(=O)Nc2nnc(Cc3ccc([N+](=O)[O-])cc3)s2)cc1C
 : /	-2.0	3.2	3.3	-2.8	2.8	18.4	-0.4	0.8	-7.1
#42 O=C(O)CCNC(=O)c1cncc(Br)c1
 : -2.0	-2.1	12.1	3.9	5.2	-5.2	-1.0	-2.1	6.2	3.6
#43 Cc1ncsc1CCOC(=O)c1ccccc1
 : -3.5	-2.5	1.0	1.1	15.5	-15.5	27.5	-1.7	-7.1	-2.6
#44 Cc1noc(C)c1S(=O)(=O)Nc1ccc(C(=O)NC2CCCCC2)cc1
 : /	0.1	-2.2	1.3	0.2	-0.2	-7.8	0.0	0.4	1.5
#45 CCN(CC(=O)NCc1ccc(F)cc1)C(=O)C(C)Oc1cccc(Cl)c1 (stereo not drawn)
 : 1.7	-1.1	/	2.7	-7.2	7.2	4.5	0.3	1.2	0.1
#46 O=C(O)C(c1ccccc1)C1(O)CCC1 (stereo not drawn)
 : -0.7	/	-1.6	-0.7	8.2	-8.2	2.7	-0.9	/	22.7
#47 CCc1ccc(C(=O)Nc2cccnc2Oc2ccc(Cl)cc2)cc1
 : -0.7	1.8	-1.7	1.4	-25.8	25.8	4.2	-0.4	2.9	3.7
#48 Cc1ccccc1S(=O)(=O)NCc1ccc(N2CCN(C)CC2)cc1
 : -1.6	-1.2	/	3.5	/	/	/	/	-2.6	/
#49 COCCCNC(=O)C(=O)NCC(c1ccco1)N1CCN(c2ccc(OC)cc2)CC1 (stereo not drawn)
 : -0.2	-0.2	0.7	0.9	6.6	-6.6	-8.4	-0.7	2.9	1.3
#50 O=C(O)c1ccc(N=Nc2c(O)[nH]c3ccccc23)cc1
 : -8.2	2.4	-3.2	1.5	3.2	-3.2	5.6	-2.5	2.0	-3.9
#51 CC(C)(C)c1cc(C(=O)Nc2ccccc2)ccn1
 : -2.9	1.2	-4.2	1.2	-18.2	18.2	/	-1.4	0.8	2.7
#52 O=C(COC(=O)c1ccco1)NC1CCCCC1
 : -4.6	-0.2	/	1.7	34.1	-34.1	-0.7	0.3	-0.9	-5.4
#53 CCCc1cc(=O)[nH]c(SCc2cc(=O)oc3c(C)c(C)ccc23)n1
 : -0.6	-1.2	/	5.3	20.6	-20.6	9.7	0.8	-0.1	5.6
#54 COC(=O)C1=CN(Cc2ccc(C)cc2)C=C(C(=O)OC)C1c1ccc(F)c(F)c1
 : -1.3	0.1	-5.1	0.9	-25.9	25.9	-13.4	-1.8	0.5	-1.7
#55 CCOc1ccc(OCC)c(S(=O)(=O)NCc2ccccc2)c1
 : -2.0	-0.7	-2.8	3.2	-55.1	55.1	/	-0.8	2.0	-3.0
#56 COCc1nnc(NS(=O)(=O)c2ccc(OC)cc2)s1
 : -1.4	/	-1.8	2.6	1.4	-1.4	/	-0.1	/	-6.7
#57 Nc1nnc(SCC(=O)OCC(=O)c2ccccc2)s1
 : 0.2	-1.7	/	2.3	17.6	-17.6	-5.6	0.1	-0.6	3.9
